Assay outcomes deposited in PubChem BioAssay by several laboratories.
CRFR2-BP antag – CRF-BP/CRF-R2 complex antagonism; inhibition, % at 11.8 µM; 350,000 tested, 0.59% active; HEK293 CRF-R2/CRF-BP, CRF-induced calcium fluorescence;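 active = inhibition of the ligand-induced calcium signal above about 50% at the single tested concentration, limit read from the data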
MEKK3 PB1 HTS – MEKK3-MEK5 PB1 interaction, increase or decrease | binding response (% of control), % at 10 µM | bead-based flow cytometry, Alexa488-MEK5 binding to MEKK3; actives lie on both sides; 0 = blocked by unlabeled MEK5, 100 = vehicle | AID 1529 | 290,000 tested, 1.4% active;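 active = binding response more than 3 SD above or below the average of its plate-row segment, actives on both sides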;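 note: Alexa488 bead fluorescence after subtracting the streptavidin-only scavenger bead signal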
Target sequence (Q99759 whole entry, looked up): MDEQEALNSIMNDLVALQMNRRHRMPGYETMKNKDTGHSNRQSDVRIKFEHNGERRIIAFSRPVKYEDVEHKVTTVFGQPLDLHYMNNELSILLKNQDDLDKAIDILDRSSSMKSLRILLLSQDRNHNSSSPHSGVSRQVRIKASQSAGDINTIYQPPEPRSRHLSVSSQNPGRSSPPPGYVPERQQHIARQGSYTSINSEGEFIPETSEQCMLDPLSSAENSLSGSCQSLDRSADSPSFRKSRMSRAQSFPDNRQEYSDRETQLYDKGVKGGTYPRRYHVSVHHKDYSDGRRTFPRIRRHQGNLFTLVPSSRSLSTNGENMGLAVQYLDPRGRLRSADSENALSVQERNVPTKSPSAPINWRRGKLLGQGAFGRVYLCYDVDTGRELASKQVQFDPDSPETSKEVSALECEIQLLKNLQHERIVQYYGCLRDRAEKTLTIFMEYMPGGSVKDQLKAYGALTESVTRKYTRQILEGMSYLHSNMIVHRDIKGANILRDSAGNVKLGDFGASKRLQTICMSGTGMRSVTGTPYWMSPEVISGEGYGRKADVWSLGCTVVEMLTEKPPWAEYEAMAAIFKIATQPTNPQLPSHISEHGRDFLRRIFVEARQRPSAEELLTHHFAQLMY
PHOSPHO1 block – PHOSPHO1 (human) inhibition. recombinant PHOSPHO1, absorbance phosphatase assay. Q8TCT1. 290,000 tested, 1.1% active. inhibition, % at 13.3 µM. AID 1565; in the data active = inhibition above about 60%
Target sequence (Q8TCT1 whole entry, looked up): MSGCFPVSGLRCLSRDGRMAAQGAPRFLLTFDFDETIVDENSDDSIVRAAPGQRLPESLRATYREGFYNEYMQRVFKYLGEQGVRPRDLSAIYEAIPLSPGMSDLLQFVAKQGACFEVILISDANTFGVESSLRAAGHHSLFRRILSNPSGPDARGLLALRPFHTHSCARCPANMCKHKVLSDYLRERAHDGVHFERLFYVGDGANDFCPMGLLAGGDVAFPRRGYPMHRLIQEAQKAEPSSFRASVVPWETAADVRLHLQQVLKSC
IDE inh – inhibits human insulin-degrading enzyme in HEK cells; 320,000 tested, 0.41% active; inhibition, % at 5.59 µM; AID 434962; FAbetaB cleavage, fluorescence polarization;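 active = percent inhibition above the average of all tested compounds plus 3 SD, set per screening campaign, cut at about 16% in these data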;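 note: IDE supplied by intact live HEK cells; FP after avidin binding of uncleaved biotin substrate so inhibition keeps polarization high; 0% = DMSO wells and 100% = 60 µM reference IDE inhibitor Ii1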
pCIP destab – p/CIP protein destabilization | F442A p/CIP-EGFP cells, EGFP fluorescence, 16 h | decrease of EGFP signal, % at 10 µM | 290,000 tested, 0.01% active | AID 1984;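 active = EGFP signal decrease of at least 30% at 10 µM or well 3 SD below plate mean, unless failing retest; inactive = the rest, including hits failing retest or dose response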; note: some compounds called inactive have numbers as strong as hits; many of its hits are not listed in these tables
M4 PAM – CHRM4 positive allosteric modulation. P08173. CHO-K1 hM4/Gqi5, Fluo-8 calcium fluorescence, ACh EC20; 0% = ACh EC20, 100% = maximal ACh. activation, % at 3 µM. 360,000 tested, 0.4% active. AID 624126;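 active = activation above its plate's cutoff, the mean activation of sample wells plus 3 SD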; note: some results filed as inactive read as strong as hits
GalR3 antag – antagonists of human GalR3. O60755. HEK293 GalR3-CNG cAMP membrane potential fluorescence; galR3 body fused to GalR1 C-terminus. inhibition, % at 3 µM. 360,000 tested, 0.44% active;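 active = inhibition above the screen-wide average plus 3 SD, cut at about 13% in these data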;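 note: forskolin and galanin both at EC90 stimulate the cells; cAMP rise reported by CNG channel membrane potential dye signal; 0% = forskolin plus galanin with DMSO and 100% = forskolin alone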
CRFR2-BP ag – CRF-BP/CRF-R2 complex agonism; activation, % at 13.2 µM; 350,000 tested, 0.46% active; HEK293 CRF-R2/CRF-BP, calcium dye fluorescence (FLIPR); percent of saturating CRF peptide response; AID 588473;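 active = activation of at least 50%, plus an integration ratio under a set limit after plate pattern correction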;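 note: plate controls were neutral control wells without compound for no effect and CRF at EC100 for full effect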
IDE act – boosts human insulin-degrading enzyme activity in HEK cells; activation, % at 5.96 µM; AID 493087; 340,000 tested, 0.073% active; FAbeta-B cleavage, fluorescence polarization; 0% vehicle, 100% cell-free pure enzyme wells; P14735;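 active = activation above the mean of all tested compounds plus 3 SD, set per screening campaign, cut at about 17% in these data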
Active calls of the source: *; / = not tested or not shown.

The first three compounds as a preview:
Molecule	MEKK3 PB1 HTS	IDE act	pCIP destab	PHOSPHO1 block	IDE inh	CRFR2-BP antag	CRFR2-BP ag	GalR3 antag	M4 PAM
CC(OC(=O)Nc1cccc(Cl)c1)C(=O)O (stereo unspecified)	108.0	-1.6	1.9	24.8	-0.5	-2.9	0.5	-11.0	3.1
Cc1cccc(C)c1NC(=O)COC(=O)c1cc(=O)c2ccccc2o1	96.0	1.1	-13.0	4.1	-1.2	4.8	-2.5	-5.3	5.8
CC(C)(C)OC(=O)NCCCCCNC(=O)c1nc[nH]c1C(=O)NCCCCCNC(=O)OC(C)(C)C	/	3.3	/	/	4.4	-8.1	-1.2	-5.6	-11.9

All compounds of this part, repeating the preview:
Molecule	MEKK3 PB1 HTS	IDE act	pCIP destab	PHOSPHO1 block	IDE inh	CRFR2-BP antag	CRFR2-BP ag	GalR3 antag	M4 PAM
CC(OC(=O)Nc1cccc(Cl)c1)C(=O)O (stereo unspecified)	108.0	-1.6	1.9	24.8	-0.5	-2.9	0.5	-11.0	3.1
Cc1cccc(C)c1NC(=O)COC(=O)c1cc(=O)c2ccccc2o1	96.0	1.1	-13.0	4.1	-1.2	4.8	-2.5	-5.3	5.8
CC(C)(C)OC(=O)NCCCCCNC(=O)c1nc[nH]c1C(=O)NCCCCCNC(=O)OC(C)(C)C	/	3.3	/	/	4.4	-8.1	-1.2	-5.6	-11.9
Nc1ccc(Br)cc1C(=O)O	102.0	6.2	5.8	-16.9	-8.9	-7.8	-4.6	-3.5	9.9
Cc1ccc(NC(=S)NC(=O)c2ccc(-c3ccccc3)cc2)c(C)c1	102.0	-3.9	-0.7	15.0	-1.3	2.4	-0.3	1.2	7.1
Oc1ccc(Nc2ncnc3ccccc23)cc1	108.0	11.4	-4.7	30.5	/	-12.9	-2.3	3.7	4.5
CCN(C[C@H]1N[C@@](Cc2ccccc2)(C(=O)OC)[C@H]2C(=O)N(Cc3ccccc3)C(=O)[C@@H]12)C(=O)c1ccc(F)cc1	/	6.4	/	/	2.7	-10.7	-3.3	-6.2	0.5
CCN(Cc1ccncc1)C(=O)C1CCC(=O)N(Cc2ccc(Cl)cc2)C1 (stereo unspecified)	103.0	3.2	21.1	24.0	-1.8	7.4	-0.7	-3.3	1.0
COc1ccc(-c2n[nH]c(=S)n2/N=C/C=C\c2ccccc2OC)cc1	102.0	1.8	-8.0	66.3*	-1.2	8.9	0.6	-0.5	2.8
Nc1nc(NCc2ccc(Cl)cc2)nc(NCCO)c1[N+](=O)[O-]	97.0	-2.3	5.3	19.7	-3.7	-47.5	-0.1	8.0	-27.0
COC(=O)c1cc(N=Nc2sc(N)nc2C)cc(C(=O)OC)c1	99.0	0.7	-5.5	19.9	-2.9	17.5	-1.2	-4.8	-11.1
COCCn1cnc2c1c(=O)n(CC(=O)NC(=O)NC(C)(C)C)c(=O)n2Cc1ccccc1	96.0	2.0	2.9	/	/	-4.8	1.9	-8.8	-1.2
CC(C)C(c1nnnn1C1CCCC1)N1CCN(c2ccccc2F)CC1 (stereo unspecified)	105.0	1.2	-20.0	24.9	-8.3	-16.5	1.4	-3.8	0.3
O=C(c1cc(=O)[nH]c2ccccc12)N1CCN(S(=O)(=O)c2ccc(Cl)cc2)CC1	/	-7.5	/	/	3.2	-0.6	0.7	-3.2	-6.4
CN(CC(=O)Nc1ccc(OC(F)(F)F)cc1)C(=O)Cc1ccc2c(c1)CCC2	/	1.0	/	/	-4.6	-2.5	-0.1	-1.5	-0.5
O=[N+]([O-])c1cccc(-c2csc(CS(=O)(=O)Cc3ccco3)n2)c1	96.0	/	-22.0	29.0	1.1	15.1	-2.5	-2.0	-6.6
COc1ccc(-n2ncc(C(=O)N3CCN(c4ccc(F)cc4)CC3)c2C)cc1	86.0	/	0.4	-21.5	9.8	20.5	-0.1	-5.2	-1.2
O=C1/C(=C2\C(=O)N(Cc3ccc(F)cc3)c3ccccc32)SC(=S)N1CCS(=O)(=O)O	99.0	-1.8	-17.0	/	2.0	10.5	-0.4	-7.1	3.9
CCCCCC(=O)N1C[C@H](n2cc(COC(=O)c3ccccc3)nn2)[C@@H](O)C[C@@H]1c1ccc(Cl)cc1	/	/	/	/	/	-9.9	1.4	-8.0	8.2
COc1ccc(O)c(C(=O)c2cnn(-c3ccccn3)c2)c1	92.0	1.6	-8.7	31.7	2.4	-8.0	-0.8	-3.9	-5.0
Cc1cc(C)c(C(N)=O)c(SCC(=O)c2cc(C)c(C)cc2C)n1	100.0	-0.1	-11.2	-21.4	-4.6	2.0	-0.4	-3.6	-5.6
CCOc1ccc(S(=O)(=O)N2CCC(C(=O)NCc3cccnc3)CC2)cc1	95.0	0.7	-18.3	23.8	0.3	-7.2	-1.7	-0.3	-2.7
O=c1[nH]c2cc([N+](=O)[O-])ccc2c2cc(Br)ccc12	/	/	/	/	/	-30.5	1.9	-6.1	1.8
COC(=O)C1(C(=O)OC)C2C(=O)C3C(C21)C3(C(=O)OC(C)(C)C)C(=O)OC(C)(C)C (stereo unspecified)	/	/	/	/	/	18.9	5.0	-5.0	-7.0
CC(NC(=O)c1cc(S(=O)(=O)N(C)C)ccc1N1CCCC1)C1CC2CCC1C2 (stereo unspecified)	104.0	5.7	0.9	20.1	2.2	-5.3	0.3	1.0	-1.3
COc1ccc(OC)c(C=NN=Cc2cc(OC)ccc2OC)c1	/	/	/	/	/	29.7	5.4	1.6	1.8
C/C(=N\NS(=O)(=O)c1ccc(C)c([N+](=O)[O-])c1)c1cc2ccccc2o1	98.0	4.1	-3.4	78.9*	6.2	33.8	-0.4	-4.8	28.6
COC(=O)N1c2ccccc2C=Cc2ccccc21	106.0	-6.9	0.0	19.2	-1.3	13.5	-1.3	-3.7	-3.0
COc1ccc(C(=O)OCCOc2cccc(Cl)c2)cc1S(=O)(=O)N1CCOCC1	103.0	2.2	2.0	27.6	4.8	2.4	1.7	-2.5	0.3
COc1cc(COCC(O)CN2CCc3ccccc3C2)cc(OC)c1OC (stereo unspecified)	99.0	1.4	-18.2	-18.1	1.4	0.8	-0.4	-5.4	-6.1
CSc1nc2ccc(NC(=O)C3CCCO3)cc2s1 (stereo unspecified)	/	-0.9	-6.4	15.2	4.3	9.8	-0.1	0.5	-0.3
COc1cccc(C(=O)Nc2nc(-c3ccccc3)c(-c3ccccc3)o2)c1	111.0	5.4	-3.4	-2.0	-2.2	-11.1	-1.0	-1.5	-0.5
COc1ccc(S(=O)(=O)N2CCC(C(=O)N(C)Cc3ccc(C)o3)CC2)cc1OC	/	1.3	/	/	-2.5	-6.1	0.0	-0.7	6.4
Cc1cc([N+](=O)[O-])c(NCCCCCCO)c([N+](=O)[O-])c1	99.0	2.8	/	/	-2.5	-20.4	-4.0	-2.3	-3.9
CCn1c(SCc2nc(-c3ccccc3)no2)nc2ccccc21	100.0	5.7	-17.6	17.3	8.1	20.9	-1.7	0.4	-7.0
C=CC1CN(C(=O)OCC(Cl)(Cl)Cl)C2CC3c4ccc(OC)cc4NC3C3CC1C2CO3 (stereo unspecified)	102.0	/	/	/	3.1	-9.6	-0.9	/	0.5
Cc1ccn2c(C(=O)CSc3ccc(Cl)cc3)c(C)nc2c1	89.0	1.6	0.5	5.7	-3.1	-8.2	-2.5	1.0	18.3
CCOC(=O)Nc1cc(C(=O)OC)ccc1C	102.0	0.1	-1.8	-7.0	-2.0	6.9	-0.6	-3.0	15.9
Cc1ccccc1CNC(=O)CCC(=O)N1CCOc2ccccc21	99.0	4.9	-5.3	33.4	0.1	22.0	0.7	/	2.4
O=C(NCc1ccccc1)C1CCC(=O)N(CCCN2CCCC2=O)C1 (stereo unspecified)	98.0	6.0	2.5	47.9	-3.0	-14.9	-0.8	-9.3	-1.8
O=C(CSc1nnnn1C1CC2C=CC1C2)Nc1ccc(C(=O)O)cc1 (stereo unspecified)	/	4.2	/	/	6.2	3.3	5.6	-5.2	-1.8
CCC(C(=O)OCC(=O)Nc1ccc(Cl)c(S(=O)(=O)N(C)C)c1)c1ccccc1 (stereo unspecified)	97.0	9.3	0.3	1.4	3.2	12.5	-2.5	-5.5	-8.7
Cc1ccc(C(=O)CSc2nnc(-c3cccnc3)n2N)cc1	99.0	3.8	-0.7	21.1	0.8	-7.4	1.1	5.5	4.4
CC1=C(C(=O)NC2CC(C)(C)Cc3c2cnn3-c2cccc(F)c2)OCCO1 (stereo unspecified)	100.0	5.6	2.6	1.2	2.5	8.4	-0.1	-10.1	-0.6
COC(=O)c1c(C)[nH]c(C(=O)C(C)OC(=O)C2CC(=O)N(c3ccc(C)cc3)C2)c1C (stereo unspecified)	/	3.6	/	/	-2.8	-2.3	-0.4	-1.3	-6.9
Cc1ccc(C(=O)OCC(=O)NN2C(=O)NC3(CCC(C)CC3)C2=O)cc1 (stereo unspecified)	/	3.7	/	/	-2.6	-10.8	2.5	-6.6	13.5
C#Cc1ccc([C@@H]2C=C(C(=O)N3CCN(Cc4ccc5c(c4)OCO5)CC3)O[C@H](OCCCCO)C2)cc1	99.0	-1.9	-7.6	19.8	0.8	12.1	5.8	-8.0	-4.4
COc1cccc(/C=C2\SC(=S)N(C(Cc3ccccc3)C(=O)O)C2=O)c1 (stereo unspecified)	89.0	7.3	-20.6	36.8	0.3	41.2	-1.5	-1.1	-5.1
O=C(c1cc(-c2ccc(Cl)cc2)on1)N1CCCC1	104.0	-2.7	-7.6	32.3	-8.1	-7.2	-0.3	-10.2	16.4
CCOCCCNC(=O)c1cc2cc3cc(OC)ccc3nc2o1	108.0	4.4	-17.6	39.4	3.2	2.4	-5.1	-12.3	-5.4
Cc1ccccc1-n1ncc2c1CC(C)(C)CC2NC(=O)C1=CC(=O)CC(C)(C)O1 (stereo unspecified)	100.0	0.1	-4.7	7.5	-0.8	-0.1	0.5	-0.8	-3.4
CC[C@@H]1CC=C[C@H]2[C@H]1C(=O)N(Cc1ccccc1)[C@H]2c1ccc(OC)c(Cl)c1	99.0	1.5	-5.7	26.5	1.1	22.3	0.4	-6.6	1.5
C=CCOc1nc2c(c(=O)n(C)c(=O)n2C)n1Cc1ccccc1Cl	111.0	-9.5	-2.8	19.9	5.5	7.2	0.1	-3.5	8.2
Cc1ccc(C(=O)OCC(=O)NC(=O)c2cccn2C)cc1	102.0	0.5	-0.7	0.3	6.5	-6.1	2.0	-5.6	-4.4
C/C(=N\N=C1\NC(=O)C(CC(=O)Nc2ccc(Cl)cc2)S1)c1ccco1 (stereo unspecified)	89.0	3.6	1.1	30.5	8.3	-18.2	-2.2	-1.5	1.0
CCc1nnc2n1N=C(c1cccc([N+](=O)[O-])c1)CS2	102.0	7.2	11.5	-2.2	3.9	6.7	-3.6	-3.2	10.4
Cn1c(=NC(=O)c2ccccc2[N+](=O)[O-])sc2cc(S(C)(=O)=O)ccc21	94.0	0.1	8.1	3.2	2.8	22.1	-2.9	-4.0	-3.1
COc1ccc(Nc2nc3[nH]c(=O)cc(O)c3s2)cc1	104.0	-5.7	-54.5	21.4	-4.3	2.3	0.6	-6.8	2.9
Cc1c([N+](=O)[O-])c(C(=O)Sc2ccc(Br)cc2)nn1C	109.0	-7.1	-9.3	34.2	4.8	-0.2	-0.8	0.2	0.7
